mcGAS RapidFire – inhibitors of mouse cGAS; Q8C6L5; recombinant mouse cGAS, cGAMP by RapidFire MS; inhibition, % at 12.5 µM; 130,000 compounds, 0.18% hits; AID 1259397;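 active means inhibition of cGAS enzyme activity at or above 60%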;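 further: enzyme stimulated by 45 bp dsDNA with ATP and GTP substrates; cGAMP share of summed cGAMP plus half ATP and half GTP signals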
Target sequence (Q8C6L5 whole entry, looked up): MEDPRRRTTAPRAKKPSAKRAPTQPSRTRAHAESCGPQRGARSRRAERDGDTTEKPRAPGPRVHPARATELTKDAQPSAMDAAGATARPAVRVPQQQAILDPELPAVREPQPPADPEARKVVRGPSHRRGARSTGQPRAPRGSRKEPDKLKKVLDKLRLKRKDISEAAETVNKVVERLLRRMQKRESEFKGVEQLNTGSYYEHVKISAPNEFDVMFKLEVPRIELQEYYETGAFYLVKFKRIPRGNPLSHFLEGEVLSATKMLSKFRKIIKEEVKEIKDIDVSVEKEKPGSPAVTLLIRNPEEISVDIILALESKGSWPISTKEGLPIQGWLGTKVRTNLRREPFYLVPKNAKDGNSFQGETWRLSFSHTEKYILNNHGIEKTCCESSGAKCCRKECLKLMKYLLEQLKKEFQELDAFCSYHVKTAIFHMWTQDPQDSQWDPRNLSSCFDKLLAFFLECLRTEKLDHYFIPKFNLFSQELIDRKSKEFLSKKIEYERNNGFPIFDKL
Active calls of the source: *; & = joins results of further samples.

SMILES	mcGAS RapidFire
CCS(=O)(=O)NCC1CN(c2ccc(C)cc2)C(=O)O1 (configuration not stated)	-29
O=C(Nc1cccc(N2CCOC2=O)c1)N(CCN1CCCC1)Cc1ccccc1	10
Cc1cc(C(=O)NCC2Cc3cc(F)ccc3O2)ccc1Br (configuration not stated)	-1
O=C(O)c1cn(Cc2ccc(F)cc2)nc1OCc1ccc(F)cc1	6
Cc1cc(N2CCCC2C(=O)Nc2nc3ccccc3s2)nc(C)n1 (configuration not stated)	2
CCC(Sc1ccccc1)C(=O)Nc1nc(C)ncc1C#N (configuration not stated)	-4
N#Cc1cc(NCC2(O)CCOCC2)nc2ccc(Cl)cc12	8&9
CNC(=O)N1CCN(S(=O)(=O)c2cc(OC)c(OC)cc2C)CC1	-6
COc1ccccc1Oc1ncccc1CNC(=O)c1ocnc1C	-9
Cc1ccc(C)c(Cn2c(=O)c3c(nc4n(CCO)c(C)cn34)n(C)c2=O)c1	0
O=c1cccc(-c2cccc3cccnc23)[nH]1	-6
Cc1nc(C(C)N(C)Cc2cccn2-c2nccs2)c(C)s1 (configuration not stated)	3
Clc1cccc2ccc(CN3CCCC(OCc4ccccn4)C3)nc12 (configuration not stated)	-3
N#CCc1c(C#N)c(N)nc(Nc2ccc(SC(F)F)cc2)c1C#N	-15
Nc1n[nH]c(CCCc2nc(N)n[nH]2)n1	-6
Cc1cnn(CC2CCCCN2C(=O)c2c(C)nn3cccnc23)c1 (configuration not stated)	1
CC(C)OC1CCc2cc(Br)ccc21 (configuration not stated)	-6
C#CCCCOc1nc(Cl)c(C)n(Cc2ccccc2)c1=O	-5
CC(C)S(=O)(=O)Nc1ccc2c(c1)C(=O)N(C)c1ccccc1O2	-12
c1ccc(Cn2ccnc2CNC2CCCOc3ccccc32)cc1 (configuration not stated)	-59
Cn1cc(/C=C2\NC(=S)NC2=O)c2ccccc21	-1
O=S(=O)(NCc1ccccc1N1CCN(S(=O)(=O)C2CC2)CC1)C1CC1	5
COCCn1c(C)cc(O)c(C(c2ccncc2)N2CCN(c3ccccn3)CC2)c1=O (configuration not stated)	-11
Cc1ccc(C)c(CC(=O)N2CCCC(O)(CO)C2)c1 (configuration not stated)	-20
O=C(CSc1nc2ncccn2n1)NCCc1ccc(F)cc1	-5
Cn1c(C(=O)NS(C)(=O)=O)cc2cc(C(F)(F)F)ccc21	5
N#Cc1c(N)c(C(=O)c2ccc(Br)cc2)n2ccccc12	7
COc1ccccc1/C=C/C=C1\N=C(c2ccc(Cl)cc2)OC1=O	-8
C=CCN1C(=O)NC(c2ccc(F)cc2F)C(C(=O)Nc2ccccc2)=C1C (configuration not stated)	-1
COc1ccc(CC(=O)NCC2Cc3cc(OC)ccc3O2)cc1 (configuration not stated)	-3
CCN(CC1CCCO1)C(=O)c1c(C)nc(C(C)(C)C)[nH]c1=O (configuration not stated)	-6
CCN(Cc1nccn1C)Cc1c(C(=O)N2CCOCC2)nc2ccccn12	4
Cc1ccc(NCCCNC(=O)C2CCN(C(C)C)CC2)nc1	-13
CCCN1CCC(CC(=O)N2CCn3cccc3C2CC)CC1 (configuration not stated)	-7
O=C(NCCn1nc(-c2ccncc2)ccc1=O)Nc1ccccc1F	-9
O=C(COc1cccc(C(F)(F)F)c1)NNC(=O)C12CC3CC(CC(C3)C1)C2	2
CC(Sc1nnc(SCc2ccc(C(C)C)cc2)s1)C(N)=O (configuration not stated)	-8
CSc1ccc(Cn2c(C)c(C(=O)NCc3ccco3)sc2=O)cc1	-7
c1coc(CCNc2nc3nonc3nc2N2CCSCC2)c1	-7
O=C(Cn1nc(-c2cccs2)oc1=O)NC1CCCc2ccccc21 (configuration not stated)	-12
CC1COC(c2ccccc2Cl)CN1C(=O)NCc1ccncc1 (configuration not stated)	-15&-8
O=C(c1nc(NCCc2ccccc2)ncc1Cl)N1CCc2ccccc21	-27
NC(c1cccs1)C1CCCC1 (configuration not stated)	-5
COc1c2c(c(OC)c3occc13)OC1(CCN(CC(=O)Nc3ccc(F)cc3)CC1)CC2=O	-9
COc1cc(C(=O)Nc2c(C)nc3ccccn3c2=O)cc(OC)c1OC	13
O=C(CNC(=O)C12CC3CC(CC(C3)C1)C2)NCc1cc2ccccc2[nH]1	-8
CCCN1CCN(c2nc3c(c(=O)[nH]c(=O)n3C)n2CCCc2ccccc2)CC1	-8
CON1C(=O)c2ccccc2NC12CCN(S(=O)(=O)Cc1ccccc1)CC2	-5
CC(C)N1CCC(C)(C(=O)Nc2ccc(-n3cncn3)cc2)C1 (configuration not stated)	-5
Cc1ccc(NC(=O)CC(=O)N(C)CCN2CCCCCC2)c(C)c1	-14
Additional records follow:
SMILES	mcGAS RapidFire
Cn1ccsc1=NC(=O)CCNC(=O)c1ccc2ccccc2c1	-11
Nc1ccncc1CCC1CCCCC1	-6
Cn1nccc1C1CCCN(Cc2csc(Br)c2)C1 (configuration not stated)	-5
O=C(COC(=O)c1c(Cl)cccc1Cl)Nc1ccccc1OC(F)F	5
CC(C)Nc1nc(-c2ccccc2CO)c2sccc2n1	9
c1csc(-c2nc3cnccn3c2NC2CCCCC2)c1	3
O=C(Cn1nc(-c2cccs2)oc1=O)Nc1ccc(Cl)cc1	-3
Cc1cccc(S(=O)(=O)NC(=O)C2(C)CCN2C(=O)Cc2ccccc2)c1 (configuration not stated)	-15
CCc1nnsc1C(=O)Nc1ccc(OC)c(OC)c1	-10
CCC1=NS(=O)(=O)c2cc(N)ccc2N1CCOC	-1
Cc1cccc(C2=NOCC(=O)N2C)c1	41
Cc1ccc(NC(=O)c2cccc(N(C)C)c2)cc1NC(=O)c1ccc(O)cc1	1
c1cncc(CNc2cc(-c3cnc4ccccc4c3)c3cc[nH]c3n2)c1	-11
CC(C)(C)S(=O)CCNCc1ccccc1C(F)(F)F (configuration not stated)	-3
C=C(C)Cn1c(NCCO)nc2c1c(=O)[nH]c(=O)n2C	-1
Cc1ccc(CNc2ccc3c(c2)ncn3C)cc1	-24
Cc1cc(NC(=O)C2CCN(C(C)c3cccnc3)CC2)no1 (configuration not stated)	-6
CSc1ccc(CNC(=O)C2(C)CCCN(C(C)C)C2)cc1 (configuration not stated)	0
Cc1noc(C2CCCN(c3nc(C(C)(C)C)nc(C)c3C)C2)n1 (configuration not stated)	-3
Cc1ccc(C(=O)N2CCC(CCC(=O)NCc3cccc(Cl)c3)CC2)cn1	-11

Structures shown so far with a furan ring, fused or not, in the order listed:
SMILES	mcGAS RapidFire
CSc1ccc(Cn2c(C)c(C(=O)NCc3ccco3)sc2=O)cc1	-7
c1coc(CCNc2nc3nonc3nc2N2CCSCC2)c1	-7
COc1c2c(c(OC)c3occc13)OC1(CCN(CC(=O)Nc3ccc(F)cc3)CC1)CC2=O	-9

Next part:
SMILES	mcGAS RapidFire
O=C(c1ccsc1)N1CCC2(CCCN(Cc3cccc(F)c3F)C2=O)C1 (configuration not stated)	-4
CC(C)Oc1cc(N(C)Cc2nncn2C(C)C)nc(N)n1	-8
CCCCCCCc1c(C#N)c(N)[nH]c(=S)c1C#N	11
Cc1ccc(CNC(=O)Nc2ccc(N3CCCC3)nc2)n1C	0
COc1ccc(C2CC(=O)C3C(=Nc4ccccc4NC3c3cccc4ccccc34)C2)cc1 (configuration not stated)	-14
CCOc1ccc(C(=O)NC(C(=O)N2CCN(Cc3ccco3)CC2)C(C)C)cc1 (configuration not stated)	-9
COC(=O)C1=C(C)NC(=O)NC1c1ccc(N2CCC(c3ccccc3)=N2)cc1 (configuration not stated)	-2
C/C=C(\C)CN1CCN(CCOCCO)CC1	-4
CC(C)Cc1cc(-c2nccn2[C@@H](C)C(N)=O)n[nH]1	-11
O=C(CCC1CCN(C(=O)C2CCOCC2)CC1)N1CCC(Cc2ccccc2)CC1	-5
Cc1nc(-c2cnccn2)sc1C(=O)N1CCC2(CCNC2=O)CC1	1
Cc1ccc(C)c(N(CCCC(=O)NCCN(C)C)S(C)(=O)=O)c1	-2
CCc1ccc(O)c(C(=O)c2cnc3c(c2)CN(CCC(C)C)C(=O)N3)c1	3
CC(=O)N1c2ccc(S(=O)(=O)N(C)Cc3ccc(N4CCOCC4)cc3)cc2CC1C (configuration not stated)	13
COC1CCN(c2ccc(N)cc2C(F)(F)F)CC1	-8
O=C(N=C1N=C2C=CC(I)=CN2Cc2ccccc21)c1ccc(Cl)s1	-2
O=C(c1ccc(-n2cccc2)nc1)N1CCC2(CCc3ccccc32)C1 (configuration not stated)	-4
CC12CCC(CC1=O)C2(C)C (configuration not stated)	0
CCCCn1c(N)c(N(CCC)C(=O)Cn2cnnn2)c(=O)[nH]c1=O	-1
Brc1ccc2nc(-c3ccco3)c(Nc3ccc4c(c3)OCO4)n2c1	6
CCc1ccc(CNC(=O)CC2C(=O)NCCN2Cc2ccccc2F)nc1 (configuration not stated)	-9&-5
O=C(/C=C/c1ccc(Br)cc1)NCC(CO)Cc1ccsc1 (configuration not stated)	2
CN(c1nc(Cn2nnc(-c3cccs3)n2)cs1)C1CC1	-30
O=C1CN(c2ccccc2)C(=O)C1C(=O)N1CCOCC1 (configuration not stated)	-8
CC(C)CN(CC(O)c1ccc(F)cc1)C(=O)c1cccn1C (configuration not stated)	-13
O=C(c1ccccc1CN1C(=O)CNC1=O)N1CCN(CC(F)(F)F)CC1	-2
Cc1ccc2nc(C)c(C(=O)N3CCN(C(C#N)c4ccc(F)cc4)CC3)cc2c1 (configuration not stated)	-1
Cc1ccc2nc(N(Cc3ccccn3)C(=O)Cc3ccc(S(C)(=O)=O)cc3)sc2c1	-12
O=C(OCC(=O)N1CCCCC1)c1cccc(NC(=O)c2cccs2)c1	-8
COc1ccccc1C(C)N(C)Cc1nc(-c2ccccn2)no1 (configuration not stated)	5

An excerpt from above in order of SMILES length, rising:
SMILES	mcGAS RapidFire
Nc1ccncc1CCC1CCCCC1	-6
Cc1ccc(CNC(=O)Nc2ccc(N3CCCC3)nc2)n1C	0
Cc1nc(C(C)N(C)Cc2cccn2-c2nccs2)c(C)s1 (configuration not stated)	3
Clc1cccc2ccc(CN3CCCC(OCc4ccccn4)C3)nc12 (configuration not stated)	-3
Cc1ccc(NC(=O)CC(=O)N(C)CCN2CCCCCC2)c(C)c1	-14
C=CCN1C(=O)NC(c2ccc(F)cc2F)C(C(=O)Nc2ccccc2)=C1C (configuration not stated)	-1

(continued)
SMILES	mcGAS RapidFire
CC(C1CC1)N(C)c1ncccn1 (configuration not stated)	-6
O=C(Nc1ccc(I)cn1)c1ccc(-c2ccc(Cl)cc2)o1	-10
Cc1noc(CCNc2cncc(Cl)n2)n1	-1
COc1ccccc1CNC(=O)C1(C)CCN1Cc1ccc2ccccc2c1 (configuration not stated)	-7
CC1(C)C=NC2(CCN(C(=O)c3ccc(=O)[nH]c3)CC2)S1	0
Cc1ccc(C(=O)NCC2CCN(C)C2)c2ccccc12 (configuration not stated)	-24
O=C(NCCc1ccccc1Cl)c1cc(N2CC[C@@H](O)C2)ccn1	-7
N#Cc1cccc(SCCC(N)=O)c1	15
Cc1ccc(C)c(OCC(=O)NCCN2CCCC(C(N)=O)C2)c1C (configuration not stated)	-9
CN(Cc1nc2c(s1)CCCC2)C(=O)c1cc(COc2ccc(-n3cncn3)cc2)on1	1

A second format for four compounds above:
O=C(c1ccsc1)N1CCC2(CCCN(Cc3cccc(F)c3F)C2=O)C1 (configuration not stated)
  mcGAS RapidFire = -4

CC(C)(C)S(=O)CCNCc1ccccc1C(F)(F)F (configuration not stated)
  mcGAS RapidFire = -3

CC1(C)C=NC2(CCN(C(=O)c3ccc(=O)[nH]c3)CC2)S1
  mcGAS RapidFire = 0

O=C(CCC1CCN(C(=O)C2CCOCC2)CC1)N1CCC(Cc2ccccc2)CC1
  mcGAS RapidFire = -5

More results
SMILES	mcGAS RapidFire
Cc1cnc(NC(=O)C2(C)CCN2C(=O)C(C)C)s1 (configuration not stated)	-5
COc1cccc(CN(c2ccc(Cl)cc2)S(=O)(=O)c2cccn3c(C)nnc23)c1	-4
CCOCC(=O)N1CCC(C(O)c2ccc(Cl)cc2)CC1 (configuration not stated)	-5
CCCCOCCCN/C(CC)=C(/C#N)C(=O)NNc1cc(OC)ccc1OC	-1
CC(C)c1ccc(NC(=O)NCCn2nc(-c3cccnc3)ccc2=O)cc1	-6
COCc1csc(NC(=O)N2CCCC2C2CCC2)n1 (configuration not stated)	2
COc1ccc(S(=O)(=O)NC(=O)C2(C)CCN2C(=O)COc2ccc(Cl)cc2)cc1OC (configuration not stated)	-6
Cc1oc(-c2ccccc2)nc1CC(=O)NC(C)C(C)C (configuration not stated)	-4
O=C(Cc1ccccc1)Nc1ccnn1C1CCN(Cc2ccccc2-c2ccco2)CC1	5
COC(=O)c1cc(CSc2nnc(C3CC3)n2C2CC2)oc1C	-3
COc1nccc(N(C)C)c1N	-2
CNC(=O)Cc1nc(C(=O)OC)cc(=O)s1	-2
COc1ccncc1NC(=O)/C=C/c1ccc(N2CCOCC2)cc1	-1
CC(C)Oc1ccc(C(=O)Nc2cnc(C(C)(C)C)nc2)cn1	7
NC(=O)C1CCN(c2ccc(NC(=O)CCCl)cc2S(=O)(=O)NCCc2ccccn2)CC1	-4
Cc1[nH]nc(CCC(=O)N2CCNCC(CC(=O)O)C2)c1C (configuration not stated)	4
N#C/C(=C/c1cn(-c2ccccc2)nc1-c1ccco1)c1nc2ccccc2c(=O)[nH]1	-10
Cc1ccc(S(=O)(=O)N2CCn3cccc3C2C)c(C)c1 (configuration not stated)	-40
CC(C)C(O)CN(Cc1c(-c2ccccc2)nn(C)c1Oc1ccccc1F)CC1CCCO1 (configuration not stated)	-8
CCCn1nc2ccccc2c1[P+](C)(N(CC)CC)N(CC)CC	-5
COc1ccc(N(C)CCCO)cc1OC	2
CCOC(=O)C=C1SCC(=O)N1C	-10

In the list so far, 2 contain a COOH group:
SMILES	mcGAS RapidFire
O=C(O)c1cn(Cc2ccc(F)cc2)nc1OCc1ccc(F)cc1	6
Cc1[nH]nc(CCC(=O)N2CCNCC(CC(=O)O)C2)c1C (configuration not stated)	4

Source: PubChem (Fisher Drug Discovery Resource Center)

This is a subset; the hit share may differ from the screen's.
